From PubChem BioAssay
TDP1 cell CPT = DT40-hTDP1 cell growth loss with CPT; chicken DT40 Tdp1-/-;hTDP1 cells + 20 nM CPT, ATP luminescence, 48 h; Potency, µM (highest dose often 46.2 µM), without a hit: at the top dose activity change, negative = growth inhibition, actives largely listed as inhibitors; 420,000 compounds, 12% hits; AID 686979; note: nearly all actives have a fitted effect of over 55% in size
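Cell growth measured by CellTiter-Glo luminescence after a minimum 48 h, 37 C compound exposure with 20 nM CPT in Tdp1-knockout DT40 cells stably expressing hTDP1, seeded 400/well; qHTS titration format.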
GCN5L2 inh = inhibitors of human GCN5L2 histone acetyltransferase; GCN5L2 HAT assay, ThioGlo1 CoA-SH fluorescence; Potency, µM (series often up to 58.9 µM), for the others: at the highest dose activity change, negative = inhibition, actives largely listed as inhibitors; 390,000 compounds, 0.21% hits; AID 504327
Target sequence (Q92830 whole entry, looked up): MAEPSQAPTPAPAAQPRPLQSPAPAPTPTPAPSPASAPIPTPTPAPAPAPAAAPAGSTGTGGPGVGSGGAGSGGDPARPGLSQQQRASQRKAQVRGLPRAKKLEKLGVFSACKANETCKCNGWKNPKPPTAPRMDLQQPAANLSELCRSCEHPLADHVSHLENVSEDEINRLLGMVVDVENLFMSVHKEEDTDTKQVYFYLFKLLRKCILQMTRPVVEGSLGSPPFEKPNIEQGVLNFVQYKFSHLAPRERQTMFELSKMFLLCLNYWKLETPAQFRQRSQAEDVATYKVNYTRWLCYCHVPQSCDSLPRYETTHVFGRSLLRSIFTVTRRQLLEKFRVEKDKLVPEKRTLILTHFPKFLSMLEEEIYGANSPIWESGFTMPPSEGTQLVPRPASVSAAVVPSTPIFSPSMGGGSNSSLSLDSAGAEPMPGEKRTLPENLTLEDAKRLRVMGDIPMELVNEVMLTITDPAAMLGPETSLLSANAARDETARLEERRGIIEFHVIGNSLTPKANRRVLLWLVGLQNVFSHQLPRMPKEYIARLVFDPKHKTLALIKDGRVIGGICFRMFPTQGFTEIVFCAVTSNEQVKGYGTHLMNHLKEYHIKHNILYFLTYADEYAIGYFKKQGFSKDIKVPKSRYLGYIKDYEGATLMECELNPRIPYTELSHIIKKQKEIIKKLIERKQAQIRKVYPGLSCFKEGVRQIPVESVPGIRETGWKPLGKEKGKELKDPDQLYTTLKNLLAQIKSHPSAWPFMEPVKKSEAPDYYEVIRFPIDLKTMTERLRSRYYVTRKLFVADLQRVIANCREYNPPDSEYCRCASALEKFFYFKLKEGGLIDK
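Fluorescence readout, Ex340nm/Em540nm: ThioGlo1 (50uM final) reacts with free CoA thiol released as 20nM GCN5L2 acetylates H3(1-25) peptide (75uM) using acetyl-CoA (70uM). Compound and enzyme sat 15 min beforehand; 20 min room-temperature reaction.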
DT40 TDP1 no CPT = qHTS for Inhibitors of human tyrosyl-DNA phosphodiesterase 1 (TDP1): qHTS in cells in absence of CPT. DT40 Tdp1-/- hTDP1 cells, no CPT, ATP luminescence, 48 h. Potency, µM (titrated, usually from 46.2 µM), for inactives: top-dose activity change, negative = growth inhibition, most hits filed as inhibitors. 420,000 compounds, 15% hits. AID 686978, 2013; note: nearly all actives have a fitted effect of over 55% in size
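Cells were dispensed at 400 per well, compounds added by pin tool, plates incubated ≥48 hr at 37 °C, then CellTiter-Glo added for 30 min at room temperature before luminescence reading. Line: DT40 Tdp1-/- complemented with hTDP1; camptothecin omitted.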
The depositor's hits bear a star; ? = inconclusive; . = no result given; & = joins results of further samples; [ ] = another dose, or the depositor's remark. Calls come from the whole dose curve; as a rule, active = well fitted curve in the direction sought with a large enough effect; inconclusive = small, poorly fitted or top-dose-only effect, or another doubt; inactive = no such curve, though single readings can be large; an effect the other way counts as inactive or inconclusive. % is set by controls: 0 for no effect and ±100 for the full control effect; potency is the fitted concentration of half-maximal effect. The order is random; 18% or so of the library scored in one or more.

Order of results – TDP1 cell CPT	GCN5L2 inh	DT40 TDP1 no CPT
COc1ccc(/C=N/n2c(N)nc3ccccc32)cc1OC
 : -15%	-10%	-23%
Cc1ccc(NC(=O)Cn2c(=O)n(Cc3nc(C)no3)c(=O)c3cc4c(cc32)OCO4)cc1
 : -20%	-3%	-25%
CCNC(=S)N1CCc2cc(OC)c(OC)cc2C1COc1ccc(OC)cc1 (configuration not stated)
 : ?	-7%	-7%
C=CCn1c(=O)c2ccccc2n2c(SCC(=O)NC)nnc12
 : -2%	1%	0%
COc1ccc(S(=O)(=O)N2CCOC2CNC(=O)C(=O)NCCCN2CCOCC2)cc1 (configuration not stated)
 : 2%	-1%	-3%
C=CS(=O)(=O)c1ccc(Oc2ccc(S(=O)(=O)C=C)cc2)cc1
 : 2.3µM*	-3%	2.3µM*
Cn1c(SCc2ccon2)nc2ccccc2c1=O
 : ?	1%	-14%
CCOC(=O)c1cccc(NC(=O)C(C)N2C(=O)c3ccccc3C2=O)c1 (configuration not stated)
 : 5%	-5%	1%
Cn1c(=O)c(=O)n(C)c2cc(S(=O)(=O)N3CCOc4ccccc43)ccc21
 : 2%	-5%	-16%
COc1cc2c(cc1OC)C(C)N(C(=O)c1cc(C)on1)CC2 (configuration not stated)
 : 0.82µM*	-2%	1µM*
Cc1ccccc1NC(=O)C(Cl)=C(Cl)Cl
 : 21µM*	-3%	23µM*
C=CCNC(=S)Nc1ccc(OC(F)F)c(Cl)c1
 : 0%	-13%	?
Cc1ccc(NCc2ccccc2O)cc1C
 : ?	-6%	-28%
CCCCN(C(=S)Nc1cccc(SC)c1)C1CCN(C(C)=O)CC1
 : -16%	2%	-12%
Cc1cc(F)ccc1C(O)c1ncc(-c2ccc(Oc3ccccc3)cc2)[nH]1 (configuration not stated)
 : 21µM*	.	?
CCOC(=O)N1CCN(C(=O)/C=C/c2cccc([N+](=O)[O-])c2)CC1
 : ?	-7%	-23%
CC(C)(C)NC(=O)C(c1ccc(C(F)(F)F)cc1)n1c(=O)c(-c2ccco2)nc2ccccc21 (configuration not stated)
 : 16µM*	.	18µM*
CCOc1ccc(-c2nc(CSc3nnc(N)s3)cs2)cc1
 : -19%	4%	?
CCN1CC2=C(OC(N)=C(C#N)C2c2ccccc2)/C(=C\c2ccccc2)C1 (configuration not stated)
 : ?	-3%	?
Cn1c(SCC(=O)N/N=C/C=C/c2ccco2)nc2ccccc21
 : 18µM*	?	18µM*
N#C/C(=C\c1coc2ccc(O)cc2c1=O)C(=O)Nc1nc2ccccc2s1
 : 9.2µM*	?	?
Cc1ccccc1OCC(=O)NNC(=S)NC(=O)c1ccccc1[N+](=O)[O-]
 : -93%	0%	?
COc1ccc(CCNC(=O)C(=O)NCC2CCCO2)cc1 (configuration not stated)
 : -6%	0%	-23%
O=C1CC(NS(=O)(=O)c2cccnc2)CN1c1ccccc1 (configuration not stated)
 : -24%	3%	?
Nc1[nH]nc2nc(-c3ccccc3)[nH]c(=O)c12
 : -3%	4%	?
Cc1cccc(CC(=O)NCC2CCCCC2)c1
 : ?	-7%	-25%
COc1cccc2sc(=NC(=O)CS(=O)(=O)c3ccc(F)cc3)n(C)c12
 : ?	-3%	12µM*
CC(C)c1nc(-c2ccccn2)no1
 : -18%	-1%	-11%
O=c1oc2ccccc2c(O)c1C=Nc1cccnc1
 : -16%	-9%	3%
Cc1ccc(C(=O)NNC(=O)CSc2nnc(C3CC3)n2C)cc1
 : 19%	-4%	-17%

An excerpt of these results, with bars between the fields.
SMILES | TDP1 cell CPT | GCN5L2 inh | DT40 TDP1 no CPT
Cc1ccc(NC(=O)Cn2c(=O)n(Cc3nc(C)no3)c(=O)c3cc4c(cc32)OCO4)cc1 | -20% | -3% | -25%
Cc1ccc(C(=O)NNC(=O)CSc2nnc(C3CC3)n2C)cc1 | 19% | -4% | -17%

Going on with the list.
Order of results – TDP1 cell CPT	GCN5L2 inh	DT40 TDP1 no CPT
O=C(c1cc(F)ccc1F)C1CCCN(C(=O)CCCN2CCCCC2=O)C1 (configuration not stated)
 : -6%	1%	-20%
O=C(Cc1ccccc1)c1c[nH]c(C(=O)C(Cl)(Cl)Cl)c1
 : 2.9µM*	10%	6.5µM*
CCN(C[C@H]1N[C@@](Cc2ccccc2)(C(=O)OC)[C@H]2C(=O)N(Cc3ccccc3)C(=O)[C@@H]12)C(=O)Nc1ccc(Cl)cc1
 : ?	-14%	18µM*
CC(C)(C)c1ccc(C(=O)NNC(=O)Cc2cccc3ccccc23)cc1
 : ?	-11%	?
O=[N+]([O-])c1cccc(/C=C/c2ccc3cccc(O)c3n2)c1
 : 4.6µM*	2%	3.7µM*
O=C(COc1nsnc1N1CCOCC1)N/N=C/c1ccccc1O
 : 4.6µM*	-4%	2.6µM*
CCOc1ccc(N(CC(=O)O)S(=O)(=O)c2cccnc2)cc1
 : 10%	-3%	3%
O=C(Cn1cnc2ccccc21)Nc1ccc2c(c1)OCCCO2
 : 8.2µM*	-1%	2.3µM*
CCOC(=O)CSc1nc2cc3c(cc2c(=O)n1CCCC(=O)NCCc1ccc(OC)c(OC)c1)OCO3
 : ?	-2%	13µM*
Cc1ccc(C)c(N2CCN(c3ncnc4c3nc3n4CCCC3)CC2)c1
 : ?	-22%	?
S=c1nc(-c2ccccc2Cl)n(Cc2cccnc2)c2c1CCCC2
 : -17%	1%	-18%
CC(C)(C)OC(=O)N(CCc1ccccc1)Cc1ccccc1OCc1ccc(NC(=O)C2CCCC2)cc1
 : ?	.	?
CC1(C)OC2CCN3C(C(O)COS3(=O)=O)C2O1 (configuration not stated)
 : -10%	-5%	1%
CC(C)(C)NC(=O)COC(=O)CCC(=O)c1ccc(Cl)cc1
 : 1%	0%	-8%
c1ccc2c(c1)CCN(c1ncnc3c1[nH]c1ccccc13)C2
 : 4.6µM*	-3%	4.6µM*
O=C(NC1CCCC1)c1ccc(CS(=O)(=O)c2ccc(Br)cc2)o1
 : -25%	0%	-29%
CCn1cc(/C=N/NS(=O)(=O)c2ccc(OC)cc2)c(C)n1
 : 10%	-9%	-8%
CC(C)Cn1c(SC(C)C(=O)Nc2ccc3c(c2)OCCO3)nc2ccccc2c1=O (configuration not stated)
 : 29µM*	-12%	?
Cc1ccc(-c2cc(C(F)F)n3ncc(C(=O)N4CCN(c5cccc(C)c5C)CC4)c3n2)cc1
 : ?	.	18µM*
Cc1ccc(C(=O)Nc2ccccc2C(=O)OCc2cc(=O)n3nc(C4CC4)sc3n2)cc1
 : 6%	20%	-12%
CC(C)Cn1c(N)c(C(=O)COC(=O)COc2cccc(C(F)(F)F)c2)c(=O)n(C)c1=O
 : -19%	-10%	-8%
CCOc1cccc(CNCCO)c1OCc1ccc(Cl)cc1
 : ?	-6%	?
COCCCNC(=O)c1cccc2c(=O)c(C)c(-c3ccccc3)oc12
 : -15%	-7%	-28%
CCn1ncc(-c2ccnc3cc(C(=O)O)nn23)c1C
 : 25%	-18%	-1%
C=C[C@H](CC(C)C)N(Cc1ccccc1)S(=O)(=O)N(Cc1ccc(OC)cc1)[C@H](C=C)CC(C)C
 : ?	-11%	13µM*
CN(C)CC#Cc1cccc(-c2nc(C(=O)O)cc3c2[C@@H](CCO)N(S(=O)C(C)(C)C)C3)c1 (some centres not stated)
 : -1%	.	2%
O=c1c2cc(O)c(O)cc2oc2cc(O)c(C3OC(CO)C(O)C(O)C3O)c(O)c12 (configuration not stated)
 : -14%&17%	-14%&10%	0%&-3%
CC(=O)NCCNC(=O)Cn1nnc(-c2ccccc2)c1COc1ccc2ccccc2c1
 : ?	.	?
COCCCn1[nH]c2c3c(ccc2c1=O)C(=O)c1ccccc1C3=O
 : 16µM*	1%	16µM*
CC(C)(C)CC(=O)NC(=S)NCc1ccco1
 : -14%	-12%	0%

Of the compounds above, four have a furan ring, fused or not.
Order of results – TDP1 cell CPT	GCN5L2 inh	DT40 TDP1 no CPT
CC(C)(C)NC(=O)C(c1ccc(C(F)(F)F)cc1)n1c(=O)c(-c2ccco2)nc2ccccc21 (configuration not stated)
 : 16µM*	.	18µM*
Cn1c(SCC(=O)N/N=C/C=C/c2ccco2)nc2ccccc21
 : 18µM*	?	18µM*
O=C(NC1CCCC1)c1ccc(CS(=O)(=O)c2ccc(Br)cc2)o1
 : -25%	0%	-29%
CC(C)(C)CC(=O)NC(=S)NCc1ccco1
 : -14%	-12%	0%

Next part:
Order of results – TDP1 cell CPT	GCN5L2 inh	DT40 TDP1 no CPT
c1cncc(-c2noc(-c3cccc4ccccc34)n2)c1
 : -1%	-5%	?
O=C(NC1CCC(O)CC1)c1ccccc1OCc1ccc(F)cc1 (configuration not stated)
 : -15%	-3%	10%
COc1ccc(-c2cc(-c3c(O)c(OC)c4occc4c3OC)[nH]n2)cc1
 : 5.8µM*	-11%	5.8µM*
O=C(N=C1SC2CS(=O)(=O)CC2N1Cc1ccccc1)c1ccccc1 (configuration not stated)
 : -30%	.	?
COc1ccccc1CNC(=O)CSc1nc(=O)[nH]c2c1CCCC2
 : -14%	-6%	-19%
Cn1nc(C(=O)Nc2ccccc2Cl)cc1C(=O)Nc1ccccc1Cl
 : ?	.	?
Cc1nc(C(=O)Nc2ccccc2)sc1C1(C)CC(c2cccc([N+](=O)[O-])c2)=NO1 (configuration not stated)
 : -28%	-4%	-25%
CCc1nc(C)ccc1OCC(=O)N(CC)CC
 : -19%	?	-10%
COCCC(=O)Nc1c(-c2ccccc2)c2cc(Br)ccc2[nH]c1=O
 : -4%	?	6%
N#Cc1cc2ccccc2nc1SCc1ccccn1
 : -19%	-7%	-1%
CCNC(=O)CCn1nc(-c2ccc(C)cc2)c2ccccc2c1=O
 : -22%	25%	?
Oc1cnc2ccccc2c1CN1CCOCC1
 : ?	-5%	-27%
O=C(CNc1cccc2ccccc12)N/N=C/c1cccc(Oc2ccccc2)c1
 : ?	-11%	26µM*
CCC(C)NC(=O)C1CCN(S(=O)(=O)c2ccc3nc4c(c(C(=O)O)c3c2)CCCCC4)CC1 (configuration not stated)
 : -3%	3%	40%[activator]
CCN(C(=O)c1cc(Cl)ccc1OC)c1ccccc1C
 : ?	-2%	21µM*
O=C(CSc1nnc(NC(=O)c2ccco2)s1)NC1CCCC1
 : -7%	0%	-6%
COc1ccccc1CNC(=O)COC(=O)Cc1c(Cl)cccc1Cl
 : -1%	38%[activator]	3%
Cc1cccnc1NC(=O)C1CCCN1S(=O)(=O)c1ccc(Cl)cc1 (configuration not stated)
 : -4%	-13%	-12%
O=C(Cn1c2c(sc1=O)C1c3ccccc3OCC1CS2)Nc1ccc(Cl)c(Cl)c1 (configuration not stated)
 : 9.2µM*	4%	16µM*
CCc1ccccc1NC(=O)N1C2CCCC1CC(NC(=O)C(C)(C)C)C2 (configuration not stated)
 : -4%	0%	?
O=C([C@H]1O[C@@H](n2ccc(=O)[nH]c2=O)[C@H](O)[C@@H]1O)N(CCC1=CCCCC1)CC1CC1
 : ?	.	-41%
COc1ccccc1OCCCC(=O)Nc1ccc(N2CCOCC2)cc1
 : -20%	2%	8%
Cc1ccnc(N2CCC(C(=O)NCc3ccc(F)cc3)CC2)n1
 : -16%	-3%	2%
COc1cccc(/C=C2/Sc3ccc(C(=O)NCCCN4CCCC4)cc3NC2=O)c1
 : 18µM*	-10%	21µM*
CCCCCCOc1ccc(/C=N/NC(=O)C2CC2)cc1
 : -29%	-7%	-8%
Cc1ccccc1CNC(=O)C1CCCN(c2nnc(C)c3c(C)n(-c4ccccc4)nc23)C1 (configuration not stated)
 : 23µM*	-6%	18µM*
COc1ccccc1N1CCN(C(=O)Oc2ccccc2)CC1
 : 7%	-5%	-11%
Cc1noc(NS(=O)(=O)c2ccc(NC(=O)CSc3nc4c(cc3C#N)CCCCC4)cc2)c1C
 : 2%	-3%[0.501 µM]	7%
c1ccc(CCn2nnnc2CN2CCN(C3CCCC3)CC2)cc1
 : -1%	-2%	-3%
C[C@@H](NC(=O)c1nc[nH]c1C(=O)NCc1ccc(CNC(=O)OC(C)(C)C)cc1)c1ccccc1
 : ?	-24%	23µM*

Continuation.
Order of results – TDP1 cell CPT	GCN5L2 inh	DT40 TDP1 no CPT
C=CCNC(=O)/C(=C\c1ccc(OC)cc1)NC(=O)c1ccc([N+](=O)[O-])cc1
 : 4%	-5%	-20%
Cc1ccccc1-n1c(SCC(=O)Nc2ccccc2Cl)nc2n[nH]c(C)c2c1=N
 : 16µM*	-11%	18µM*
COc1ccc(C2/C=C\CN(S(=O)(=O)c3ccc(C)cc3)[C@H](Cc3ccccc3)C(=O)N2Cc2ccc(F)cc2)cc1 (some centres not stated)
 : ?	-7%	?
COc1ccc(-c2oc3ncn4nc(Cc5ccccc5)nc4c3c2-c2ccc(OC)cc2)cc1
 : -13%	-13%	3%
